Pol kappa inh: qHTS for Inhibitors of Polymerase Kappa | purified Pol kappa, fluorescent DNA synthesis assay, 10 min | Potency, µM (top dose mostly 107 µM), for the others: top-dose activity, negative = inhibition, actives largely listed as inhibitors | hit rate 0.53% among 400,000; further: potency means the concentration at half of the fitted maximal effect; on the % scale 0 is the no-effect control and ±100 the full control effect
Target sequence (Q9UBT6 whole entry, looked up): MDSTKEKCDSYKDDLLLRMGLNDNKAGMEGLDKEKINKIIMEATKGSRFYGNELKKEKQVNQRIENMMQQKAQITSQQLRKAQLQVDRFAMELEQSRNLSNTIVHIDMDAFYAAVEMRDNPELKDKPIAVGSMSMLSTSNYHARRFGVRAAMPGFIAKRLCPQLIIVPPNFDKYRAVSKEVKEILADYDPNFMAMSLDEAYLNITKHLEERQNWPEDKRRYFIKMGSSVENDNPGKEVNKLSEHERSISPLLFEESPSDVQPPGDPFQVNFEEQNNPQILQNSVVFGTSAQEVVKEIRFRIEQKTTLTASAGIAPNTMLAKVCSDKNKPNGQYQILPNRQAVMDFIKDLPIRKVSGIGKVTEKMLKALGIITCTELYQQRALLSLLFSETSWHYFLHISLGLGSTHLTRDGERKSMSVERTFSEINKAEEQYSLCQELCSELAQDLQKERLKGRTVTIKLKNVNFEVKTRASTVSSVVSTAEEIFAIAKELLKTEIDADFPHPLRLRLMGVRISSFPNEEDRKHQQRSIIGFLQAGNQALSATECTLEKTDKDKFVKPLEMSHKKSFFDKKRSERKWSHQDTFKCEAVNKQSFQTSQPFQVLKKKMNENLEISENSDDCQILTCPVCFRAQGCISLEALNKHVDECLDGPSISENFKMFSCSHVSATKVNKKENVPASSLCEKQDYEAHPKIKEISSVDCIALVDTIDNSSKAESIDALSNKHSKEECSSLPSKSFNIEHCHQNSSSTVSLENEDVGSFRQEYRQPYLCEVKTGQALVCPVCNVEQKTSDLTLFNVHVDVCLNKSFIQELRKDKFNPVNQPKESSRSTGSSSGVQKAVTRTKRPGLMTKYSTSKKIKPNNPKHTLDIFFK
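Readout: fluorescence, taken kinetically at 0 and 10 min. Conditions: 10 nM Pol kappa, 15 min RT compound preincubation, 50 nM substrate final. Controls: enzyme-free buffer wells.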
POLI inh: qHTS for Inhibitors of Polymerase Iota; DNA polymerase iota (Homo sapiens), Q9UNA4; Pol iota fluorescent replication assay, 10 min; Potency, µM (series often up to 115 µM), for the others: top-dose activity, negative = inhibition, hits mostly inhibitors; hit rate 1% among 390,000; AID 588590, 2011; further: potency means the concentration at half of the fitted maximal effect
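Pol iota at 10 nM preincubated 15 min with compounds at room temperature; reaction started with fluorescent substrate, 50 nM final. Fluorescence read kinetically at 0 and 10 min; buffer-only wells as negative control.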
BLM inh: qHTS Assay for Inhibitors of Bloom's syndrome helicase (BLM); Potency, µM (top dose mostly 56.1 µM), without a hit: at the top dose activity change, negative = inhibition, hits mostly inhibitors; RecQ-like DNA helicase BLM (Homo sapiens), P54132; recombinant BLM DNA unwinding, fluorescence dequenching; hit rate 0.2% among 350,000;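 further: potency means the concentration at half of the fitted maximal effect; plate controls were vehicle for no effect and no enzyme for full effect; nearly all actives have a fitted effect of over 35% in size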
ERG Ets-DNA blk: qHTS for Small Molecule Inhibitors of the ERG Ets/DNA interaction; Transcriptional regulator ERG (Homo sapiens), P11308; fluorescence polarization, His-ERG Ets domain / labelled DNA; Potency, µM (titrated, usually from 76.9 µM), for inactives: top-dose FP activity, negative = inhibition, most hits filed as inhibitors; hit rate 0.028% among 370,000; AID 624246, 2012; active means well fitted inhibition curve with a large enough effect in the polarisation, with a control signal flat; inconclusive means small, poorly fitted or top-dose-only effect, or effect the other way, or a change in a side signal; inactive means no such curve, though single readings can be large or run the other way; the % refers to the polarisation;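 further: polarization taken with two DNA probes labelled with fluorescein and Texas red; potency means the concentration at half of the fitted maximal effect; % of control where 0% means no effect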
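His-tagged ERG Ets domain (1 uM in the protein solution; 300mM KCl, 50mM Tris-HCl, 1mM EDTA, 1mM DTT, pH 7.5) received compound, then a probe mix of 5 nM fluorescein-DNA and 100nM Texas-615-DNA. Fluorescence polarization was read for both dyes.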
TRHR ag: qHTS for Small Molecule Agonists and Allosteric Enhancers of Human TRH Receptor: Primary Screen for Agonists. Thyrotropin-releasing hormone receptor (Homo sapiens), P34981. TRHR cells, calcium flux fluo-8, FDSS agonist mode. activation, % at 2 µM. hit rate 0.18% among 360,000. AID 493084, 2011; in the data active means activation above about 30%; further: 0% is about no effect
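In this calcium-flux screen, cells bearing human TRHR are dye-loaded with fluo-8, baselined for 10 cycles, then exposed to library compounds; positive kinetic calcium responses during the agonist phase mark hits, with TRH as control.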
Pol beta inh: qHTS Assay for Inhibitors of DNA Polymerase Beta; P06746; Pol beta primer extension/strand displacement, fluorescence kinetic; Potency, µM (highest dose often 114 µM), for inactives: top-dose activity change, negative = inhibition, hits mostly inhibitors; hit rate 1.3% among 340,000; AID 485314, 2010; further: potency means the concentration at half of the fitted maximal effect; on the % scale 0 is the no-effect control and ±100 the full control effect
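Kinetic readout of DNA synthesis with strand displacement by Pol beta. Compound and 10 nM enzyme sit 15 min at room temperature; 50 nM substrate starts the reaction, read immediately and at 10 min.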
Anesthetic bind: qHTS Assay for Identification of Novel General Anesthetics | Potency, µM (top dose mostly 77.5 µM), for inactives: at the highest dose activity change, negative = displacement, hits mostly inhibitors | apoferritin/1-aminoanthracene competitive binding, fluorescence | hit rate 0.074% among 350,000 | Ferritin light chain (Equus caballus), P02791; further: potency means the concentration at half of the fitted maximal effect; on the % scale 0 is the no-effect control and ±100 the full control effect; nearly all actives have a fitted effect of over 20% in size
Target sequence (P02791 2-175 limits assumed): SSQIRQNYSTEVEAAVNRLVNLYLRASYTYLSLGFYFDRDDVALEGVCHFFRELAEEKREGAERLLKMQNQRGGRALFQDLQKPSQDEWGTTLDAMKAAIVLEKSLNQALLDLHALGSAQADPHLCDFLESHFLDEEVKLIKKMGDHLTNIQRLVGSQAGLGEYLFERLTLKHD
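Probe: 1-aminoanthracene (50% saturated, PBS). Protein: horse-spleen apoferritin, 10 uM. Incubation: 10 min, room temperature. Detection: 380 nm excitation, 535 nm emission. Analysis: normalized response, four-parameter Hill.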
12-LOX inh: Primary qHTS assay for inhibitors of human arachidonate 12S-lipoxygenase (ALOX12): Round 2 | purified 12hLO, xylenol orange hydroperoxide absorbance | Potency, µM (series often up to 108 µM), without a hit: at the highest dose activity change, negative = inhibition, actives largely listed as inhibitors | hit rate 1.1% among 580,000; further: potency means the concentration at half of the fitted maximal effect; on the % scale 0 is the no-effect control and ±100 the full control effect
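Purified human 12hLO at 150 nM in 25 mM Hepes, 0.01% Triton X-100, pH 7.0, preincubated 15 min at room temperature with compound. Reaction started with 40 uM arachidonic acid, 30 min at room temperature. Hydroperoxide measured by Fe-xylenol orange, 573/405 nm absorbance ratio.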
APE1 inh: qHTS Assay for Inhibitors of the Human Apurinic/apyrimidinic Endonuclease 1 (APE1). recombinant APE1, TAMRA/BHQ-2 abasic DNA cleavage fluorescence. Potency, µM (series often up to 65.8 µM), for the others: at the highest dose activity change, negative = inhibition, most hits filed as inhibitors. hit rate 0.35% among 350,000. AID 2517, 2012;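 further: potency means the concentration at half of the fitted maximal effect; plate controls were vehicle for no effect and reference inhibitor for full effect; nearly all actives have a fitted effect of over 55% in size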
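Kinetic fluorescence read (525 ex/598 em nm, three reads 60 s apart) of AP-site incision; signal = third minus first read. Enzyme 0.75 nM, dual-labelled THF duplex 50 nM, compound preincubation 15 min RT.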
Starred values were filed as active, the others as inactive; i = inactive; ? = inconclusive; . = no result given; [ ] = dose if it differs, or a comment. Unless noted, the call rests on the fitted dose curve; in most records, active means well fitted curve in the direction sought with a large enough effect; inconclusive means small, poorly fitted or top-dose-only effect, or another doubt; inactive means no such curve, though single readings can be large; an effect the other way counts as inactive or inconclusive. A portion of the library. The share of hits here may be higher or lower than overall.

#	SMILES	Pol kappa inh	POLI inh	BLM inh	ERG Ets-DNA blk	TRHR ag	Pol beta inh	Anesthetic bind	12-LOX inh	APE1 inh
1	CCOc1cc(C(=O)NCCc2csc3nc(-c4ccc(C)cc4)nn23)cc(OCC)c1OCC	-8%	22%	-7%	5%	-0.4	2%	-5%	4%	.
2	CC1(C)CC(CC(=O)O)CC(C)(C)N1	-14%	211%[activator]	-2%	-1%	0.5	1%	-4%	18%	3%
3	COc1ccc(CNC(=O)[C@@H](C)NC(=O)C2CCN(C(=O)[C@@H](N)CCSC)CC2)cc1	0%	?	0%	15%	0.0	1%	-5%	5%	16%
4	Cc1ccsc1C(=O)Nc1ccc(S(=O)(=O)N2CCOCC2)cc1	-3%	4%	.	.	-0.1	.	.	-7%	26%
5	CCOc1ccc(OCC)c(S(=O)(=O)NCCOC23CC4CC(CC(C4)C2)C3)c1	-8%	4%	-7%	7%	0.2	33%	-9%	-1%	?
6	CCCc1nc(NCc2ccccn2)c2nnn(Cc3ccccc3F)c2n1	-13%	6%	-4%	-3%	0.0	7%	-17%	63%	-2%
7	COc1cc(NC(=O)CN2C(=O)NC(C)(c3ccc4ccccc4c3)C2=O)c(C)cc1[N+](=O)[O-] (stereo not drawn)	-7%	1%	-9%	8%	0.4	11%	-1%	-4%	7%
8	CCCC[C@H](CN(N=O)[C@@H](Cc1ccccc1)CN(C)N=O)N(CCc1ccccc1)N=O	-5%	8%	-11%	9%	0.6	-9%	-21%	18%	-6%
9	Cn1nc(C(F)(F)F)c(C(=O)Nc2ccc(Cl)cc2)c1Cl	-12%	5%	-10%	-1%	0.2	34%	-10%	-2%	0%
10	COc1ccc(NC2CCCN(C(=O)c3ccc4nc(C)c(C)nc4c3)C2)cc1OC (stereo not drawn)	-3%	?	0%	3%	0.0	21%	-2%	-8%	22%
11	CCCCCC(=O)NC(=S)Nc1ccc(N2CCOCC2)cc1	-8%	15%	-11%	3%	-0.3	-13%	-14%	?	0%
12	CCC(=O)N1c2ccccc2NC2=C(C(=O)CCC2)C1c1ccco1 (stereo not drawn)	3%	59%[activator]	-3%	-153%	-1.9	6%	-5%	?	6%
13	CCOC(=O)/C=C/C(=O)Nc1ccc(S(=O)(=O)N2CCc3ccccc32)cc1	-8%	-4%	-7%	-7%	0.1	-1%	?	0%	2%
14	O=C(COC(=O)C1CCN(S(=O)(=O)c2ccc3c(c2)OCCO3)CC1)Nc1cccc2ccccc12	-21%	1%	1%	-28%	-0.5	2%	0%	22%	-1%
15	CN(C)C(=O)/C(=C\c1cccc(Oc2ccccc2)c1)NC(=O)c1ccccc1	0%	0%	2%	-4%	0.0	-4%	-10%	-12%	-1%
16	CCN(CC)S(=O)(=O)c1cc(NC(=O)CSc2nccn2C)ccc1C	-3%	78%[activator]	0%	9%	0.1	1%	6%	10%	-2%
17	COc1ccc(C(c2sc3nc(C)nn3c2O)N2CCC(O)CC2)cc1OC (stereo not drawn)	4%	-11%	0%	19%	-0.4	2%	4%	7%	-2%
18	CC(C)C1Nc2ccc(S(N)(=O)=O)cc2C2C=CCC21 (stereo not drawn)	-11%	?	-5%	4%	0.5	-5%	-17%	?	1%
19	Cc1nnc(SCC(=O)NCC2CCCO2)n1Cc1ccccc1 (stereo not drawn)	-17%	-13%	.	-7%	.	.	.	-8%	3%
20	COc1ccc(CN2CCN(S(=O)(=O)c3ccc(F)cc3)CC2)c(OC)c1OC	-2%	-6%	2%	-2%	0.2	18%	-16%	-22%	-2%

Fetched one by one from the entries so far, two records:
#	SMILES	Pol kappa inh	POLI inh	BLM inh	ERG Ets-DNA blk	TRHR ag	Pol beta inh	Anesthetic bind	12-LOX inh	APE1 inh
10	COc1ccc(NC2CCCN(C(=O)c3ccc4nc(C)c(C)nc4c3)C2)cc1OC (stereo not drawn)	-3%	?	0%	3%	0.0	21%	-2%	-8%	22%
16	CCN(CC)S(=O)(=O)c1cc(NC(=O)CSc2nccn2C)ccc1C	-3%	78%[activator]	0%	9%	0.1	1%	6%	10%	-2%

Next section:
#	SMILES	Pol kappa inh	POLI inh	BLM inh	ERG Ets-DNA blk	TRHR ag	Pol beta inh	Anesthetic bind	12-LOX inh	APE1 inh
21	COc1ccc(/C=N/NC(=O)c2cccnc2)cc1COc1ccc(NC(C)=O)cc1	6%	6%	3%	-10%	-1.0	-11%	3%	370%[activator]	5%
22	Cc1cc(Br)cc2c1NC(=O)C2(O)CC(=O)c1ccco1 (stereo not drawn)	3%	19%	-12%	-11%	-0.2	2%	-5%	2%	1%
23	CN(C)S(=O)(=O)c1ccc2c(c1)C(CC(=O)O)OC2=O (stereo not drawn)	-12%	8%	2%	1%	0.6	4%	-2%	0%	0%
24	O=C1C2C3C=CC(CC3)C2C(=O)N1c1ccc(Cl)cc1 (stereo not drawn)	-3%	4%	3%	-2%	-1.5	26%	?	16%	3%
25	CCc1nnc(N/N=C/c2cc(Br)c(O)cc2O)n1N	1%	8.9µM*	-4%	8%	-0.3	0%	-2%	12%	2%
26	O=C(CC(Sc1ccc(Br)cc1)C(=O)O)c1ccc(Br)cc1 (stereo not drawn)	.	.	-5%	.	-0.5	-9%	-11%	.	17%
27	N/C(Cc1nc2ccccc2s1)=N\O	4%	54%[activator]	1%	70%[activator]	1.6	18%	-19%	0%	-9%
28	CN(C)c1ccc(/C=C(\C#N)C(=O)OCC(=O)N(C)C2CCS(=O)(=O)C2)cc1 (stereo not drawn)	0%	16%	.	.	11	.	.	?	22%
29	CCOC(=O)Cc1cc(-c2ccccc2)nc2ccc3ccccc3c12	-5%	20%	-3%	-3%	3.7	22%	-3%	?	-6%
30	Cc1ccccc1N1CC(C(=O)Nc2ccc(Br)cc2)CC1=O (stereo not drawn)	7%	-2%	-4%	-1%	3.7	-1%	-15%	-26%	.
31	O=C(COC(=O)c1ccccc1)Nc1ccccc1Sc1ccccc1	-13%	3%	-7%	-3%	-0.9	0%	-18%	10%	-1%
32	CCN(CC)c1ccc(S(=O)(=O)N2CCCCC2)cc1NC(=O)CSCc1c(C)noc1C	-4%	-5%	.	-2%	.	.	.	i	.
33	CCN1C(=O)[C@H]2[C@@H](c3ccc(-c4ccc(F)cc4)cc3)N[C@@](C)(C(=O)OC)[C@H]2C1=O	2%	3%	.	3%	.	.	.	-9%	0%
34	Cc1cccc(Nc2nc(N)nc(CCl)n2)c1	-3%	140%[activator]	-5%	-8%	0.8	6%	-10%	38%[activator]	?
35	CCOC(=O)/C=C(\C)Sc1cc(O)c2ccccc2c1O	11%	?	?	1%	0.3	35µM*	-17%	?	?
36	COC(=O)c1cnc(NNS(=O)(=O)c2ccc(C(F)(F)F)cc2)nc1C(F)(F)F	3%	-28%	-7%	7%	0.3	0%	-11%	0%	-2%
37	COc1ccc(C(=O)NCC(=O)OCC(=O)c2ccc3c(c2)OCCO3)cc1	-11%	12%	4%	-1%	-1.2	1%	13µM*	5%	1%
38	Fc1cccc(Nc2ncnc3sc4c(c23)CCC4)c1	-12%	24%	-4%	.	-0.7	-2%	-19%	6%	-2%
39	CC(C)Sc1nc2sc3c(c2c2nnc(SCC(=O)NCc4ccco4)n12)CCCC3	-18%	?	-20%	2%	-0.3	-11%	-2%	?	-4%
40	CC(C)(O)c1cn(-c2nonc2N)nn1	-2%	9%	1%	-13%	0.7	15%	-6%	-22%	0%

Of the compounds above, four have bromine.
#	SMILES	Pol kappa inh	POLI inh	BLM inh	ERG Ets-DNA blk	TRHR ag	Pol beta inh	Anesthetic bind	12-LOX inh	APE1 inh
22	Cc1cc(Br)cc2c1NC(=O)C2(O)CC(=O)c1ccco1 (stereo not drawn)	3%	19%	-12%	-11%	-0.2	2%	-5%	2%	1%
25	CCc1nnc(N/N=C/c2cc(Br)c(O)cc2O)n1N	1%	8.9µM*	-4%	8%	-0.3	0%	-2%	12%	2%
26	O=C(CC(Sc1ccc(Br)cc1)C(=O)O)c1ccc(Br)cc1 (stereo not drawn)	.	.	-5%	.	-0.5	-9%	-11%	.	17%
30	Cc1ccccc1N1CC(C(=O)Nc2ccc(Br)cc2)CC1=O (stereo not drawn)	7%	-2%	-4%	-1%	3.7	-1%	-15%	-26%	.

(next part)
#	SMILES	Pol kappa inh	POLI inh	BLM inh	ERG Ets-DNA blk	TRHR ag	Pol beta inh	Anesthetic bind	12-LOX inh	APE1 inh
41	Cc1ccc(Cn2nnc3c(=O)n(CC(=O)N4CCCc5ccccc54)cnc32)cc1	-8%	9%	-6%	.	0.7	33%	-6%	12%	16%
42	CCOc1cc(CNCc2cccs2)cc(Br)c1OC	-3%	0%	-2%	0%	-0.9	4%	-11%	?	-1%
43	COc1ccc(F)cc1S(=O)(=O)NC1CCCC1	20%	16%	0%	-21%	0.1	15%	-11%	.	15%
44	C/C(=N\NC(=O)c1sccc1-n1cccc1)c1cccs1	1%	6%	-1%	-16%	-0.5	-1%	-8%	10%	0%
